Screening results (PubChem)
PP5 primary: PP5 (human) phosphatase inhibition; P53041; inhibition, % at 6.7 µM; purified PP5c, OMFP substrate fluorescence; 0.18% of 320,000 active;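 active = inhibition above the campaign's mean inhibition across all tested compounds plus 3 SD, cut at about 9.5% in these data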;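 also: 0% = DMSO only and 100% = 100 µM cantharidin control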
HCV core dimer: blocks dimerization of HCV core protein | TR-FRET GST/Flag-core106 dimerization, 1536-well | inhibition, % at 5 µM | 0.33% of 300,000 active | AID 1899;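 active = inhibition above the mean of all tested compounds plus 3 SD, set per screening campaign, cut at about 45% in these data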
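assay system = GST-tagged and Flag-tagged HCV core protein residues 1-106 | controls = unlabelled core106 and no-GST-core106 wells | incubation = compound-protein-antibody incubation 4 h at 22.5 °C | probe or stimulus = Eu donor and XL665 acceptor anti-tag antibodies | read-out = % inhibition based on acceptor/donor emission ratio | signal = TR-FRET 671 and 617 nm emission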
PREPL inhibitor: inhibitors of human prolyl oligopeptidase-like enzyme PREPL; inhibition, % at 5.96 µM; recombinant PREPL, fluorescence polarization activity-based probe; 0.68% of 320,000 active; Q4J6C6; in the data active = inhibition above about 43%;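 also: 0% = enzyme with DMSO and 100% = wells lacking enzyme; many of its hits are not listed in these tables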
Target sequence (Q4J6C6 whole entry, looked up): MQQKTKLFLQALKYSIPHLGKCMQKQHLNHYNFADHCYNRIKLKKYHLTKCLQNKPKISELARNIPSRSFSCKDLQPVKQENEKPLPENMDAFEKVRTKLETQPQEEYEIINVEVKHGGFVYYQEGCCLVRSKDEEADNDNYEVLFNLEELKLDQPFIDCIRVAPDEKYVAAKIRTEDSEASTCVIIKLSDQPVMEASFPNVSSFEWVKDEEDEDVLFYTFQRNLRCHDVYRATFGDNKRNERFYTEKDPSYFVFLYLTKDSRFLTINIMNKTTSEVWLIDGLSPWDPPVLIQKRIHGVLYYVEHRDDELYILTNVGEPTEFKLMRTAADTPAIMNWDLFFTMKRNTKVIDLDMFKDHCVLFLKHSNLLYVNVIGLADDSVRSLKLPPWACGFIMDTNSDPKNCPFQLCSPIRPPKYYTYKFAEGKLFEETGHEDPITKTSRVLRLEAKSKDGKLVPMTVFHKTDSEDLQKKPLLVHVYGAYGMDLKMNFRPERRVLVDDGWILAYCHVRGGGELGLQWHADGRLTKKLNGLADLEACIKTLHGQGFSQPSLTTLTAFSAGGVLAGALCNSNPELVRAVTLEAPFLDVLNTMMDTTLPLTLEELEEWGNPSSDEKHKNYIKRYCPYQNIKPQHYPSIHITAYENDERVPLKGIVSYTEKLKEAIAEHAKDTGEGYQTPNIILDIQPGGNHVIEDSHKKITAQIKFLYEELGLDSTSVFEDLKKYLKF
GASC-1 inh: human JMJD2C demethylase inhibition; inhibition, % at 2.35 µM; GST-JMJD2C(1-420) H3K9me3 demethylation, DELFIA europium; AID 2099; Q9H3R0; 0.069% of 330,000 active;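 active = more than half of a compound's replicate wells show inhibition beyond 50%, single wells judged on their own value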;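 also: signal counts dimethyl H3K9 product captured on neutravidin plate; 0% = median of DMSO wells and 100% = 0.3 times that DMSO median; strong numbers were not always called active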
PP1 counter: PP1-alpha (human) inhibition in PP5 counter-screen. P62136. purified PP1alpha, OMFP fluorescence. inhibition, % at 6.7 µM. 0.9% of 320,000 active;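 active = inhibition above the mean inhibition of all tested compounds plus 3 SD, computed separately for each screening campaign, cut at about 15% in these data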
Fh CTSL1 inh: cathepsin L1 inhibition, PFM18AAP counter-screen | recombinant F. hepatica cathepsin L1, Z-Leu-Arg-MCA fluorescence | inhibition, % at 5.96 µM | 0.49% of 300,000 active;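 active = inhibition above the mean of all tested compounds plus 3 SD, set per screening campaign, cut at about 17% in these data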;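 also: 0% = plate median of test compound wells and 100% = 1 µM Z-Phe-Ala-diazomethylketone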
LYPLA2 counter: blocks human lysophospholipase 2, a PME1 counter-screen. recombinant LYPLA2, FP-Rh probe fluorescence polarization. inhibition, % at 5.9 µM. 0.38% of 320,000 active;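 active = inhibition above the screen-wide mean plus 3 SD, limit set per campaign, cut at about 26% in these data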;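 also: 0% = LYPLA2 with DMSO and 100% = wells lacking LYPLA2 enzyme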
Target sequence (O95372 whole entry, looked up): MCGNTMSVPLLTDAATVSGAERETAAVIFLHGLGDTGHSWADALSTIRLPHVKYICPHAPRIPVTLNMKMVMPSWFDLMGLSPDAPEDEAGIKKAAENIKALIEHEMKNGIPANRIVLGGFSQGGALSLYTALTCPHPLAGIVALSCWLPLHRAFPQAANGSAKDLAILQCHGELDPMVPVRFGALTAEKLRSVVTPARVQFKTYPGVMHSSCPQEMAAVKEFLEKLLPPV
TPT1 inh: inhibitors of Candida albicans tRNA 2'-phosphotransferase TPT1 | inhibition, % at 5 µM | recombinant caTPT1, FP RNA substrate dephosphorylation | 0.81% of 300,000 active;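 active = inhibition above the mean of all tested compounds plus 3 SD, set per screening campaign, cut at about 24% in these data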;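 also: plate controls were DMSO alone for no effect and ferristatin control at 100 nM for full effect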
Efflux pump inh: inhibitors of Candida antifungal efflux pumps expressed in yeast | 0.44% of 330,000 active | inhibition, % at 10 µM | S. cerevisiae Candida pump triplex, Nile Red efflux;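 active = plate passing quality check with inhibition over a set limit, or well fluorescence over plate mean plus 4 SD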;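 also: Nile Red retained in pooled yeast measured as flow cytometry median fluorescence; 0% = buffer negative control and 100% = Enniatin B positive control; higher means more Nile Red kept so more efflux inhibition; some compounds called inactive have numbers as strong as hits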
* hit, by the source's call; nt = no result given; & = joins results of further samples. These rows are one share of the data; count on the stated rates, not on these rows.

SMILES	PP5 primary	HCV core dimer	PREPL inhibitor	GASC-1 inh	PP1 counter	Fh CTSL1 inh	LYPLA2 counter	TPT1 inh	Efflux pump inh
CC(CCc1ccccc1)NC(=O)C(Cc1ccccc1)NS(=O)(=O)c1cccs1 (stereo not given)	-0.8	-3	-53	5	0	0	0	-3	-0.1
COC(=O)C1C(c2ccccc2)C(C(=O)N2CCOCC2)C1c1ccccc1 (stereo not given)	3.3	0	16	8	2	-1	3	1	0.0
CCCNC(=O)c1n[nH]c2c1CC(C(C)(C)CC)CC2 (stereo not given)	-0.6	-5	-1	8	1	1	3	-2	-0.1
O=c1cc(/C=C/c2ccccc2)oc2c1ccc1ccccc12	0.6	8	-12	-25	5	2	-13	2	-0.1
Cc1cc(OCC(=O)NCCCn2ccnc2)c2c(C)c(C)c(=O)oc2c1	-0.1	0	12	9	-3	-1	11	0	-0.2
O=C(Nc1cccn(Cc2c(Cl)cccc2Cl)c1=O)c1ccc(Cl)cc1Cl	2.4	6	-18	6	5	0	-2	2	0.1
Cc1c(/C=N\NC(=O)C2(C)CC2(Cl)Cl)cnn1C (stereo not given)	1.9	-12	2	5	0	-1	-3	-3	-0.1
Cc1cccc(CC(=O)Nc2ccon2)c1	-2.6	-9	-6	1	-4	5	-3	-3	-0.1
COC(=O)c1c(C)nc(C)c(C(=O)OC)c1-c1cccs1	-0.6	1	-6	-17	7	-4	0	0	0.0
c1ccc(-c2nc3nonc3c3nc4ccccc4n23)cc1	1.3	-9	-3	-1	1	-1	-2	-2	0.0
COc1ccc(C)cc1NS(=O)(=O)c1ccc2c(c1)n(C)c(=O)n2C	1.8	-4	0	0	-2	-3	-1	-2	0.0
O=C(N/N=C/C=C\c1ccccc1[N+](=O)[O-])c1cccs1	2.0	-3	16	-7	-3	3	6	-3	0.0
COc1ccc(S(=O)(=O)N2CCOCC2)cc1NC(=O)COc1cccnc1[N+](=O)[O-]	-2.0	4	16	-1	-1	-3	4	1	-0.1
Cc1ccc(Cc2cncc(O)c2)cc1S(=O)(=O)O	1.0	-1	5	5	1	0	-5	-3	-0.1
CSCCC(NC(=O)c1ccccc1)C(=O)N1CCCCCCC1 (stereo not given)	-1.1	nt	2	-1	-1	nt	4	nt	0.1
N#C/C(=C(\O)c1ccco1)c1ccccn1	3.9	4	6	7	-1	-2	-2	1	-0.1
COc1ccc(CNC(=O)Cn2ccc([N+](=O)[O-])n2)cc1OC	-3.2	1	-9	-1	-6	-9	0	3	0.1
CCOC(=O)Nc1cc2c(C)cc(=O)oc2cc1C	0.3	1	2	6	2	-2	-2	2	0.1
C[n+]1ccccc1Nc1cc([N+](=O)[O-])ccc1N	0.3	-11	8	-9	-3	-2	-6	2	0.0
C/C(=N/NS(=O)(=O)c1ccc(C)cc1)[C@H]1C[C@@H]1c1ccccc1	0.9	3	-37	-1	2	-1	11	0	0.1
O=C(O)CN1C(=O)C2(OCCO2)c2cc(Br)ccc21	0.8	4	5	nt	-2	-2	-14	1	-0.1
COc1cccc(NC(=O)CSc2c3c(nc4ccccc24)CCCC3)c1	4.0	6	-5	-1	1	-4	4	-2	-0.1
COCCN(C(=O)c1ccc(COc2ccccc2)o1)c1c(N)n(CC(C)C)c(=O)[nH]c1=O	1.8	nt	11	7	-2	nt	-4	nt	-0.3
O=c1[nH]c2ccccc2c2nc(-c3cccc(S(=O)(=O)N4CCCC4)c3)nn12	3.8	8	-3	29	2	-10	9	-2	0.1
CCNC(=O)NC(=O)COC(=O)CCCSc1nc2ccccc2[nH]1	-1.9	1	-1	7	4	-22	5	-3	-0.1
O=C(NC(=S)Nc1ccc(CN2CCOCC2)cc1)c1ccco1	0.3	-4	5	-6	-5	1	3	1	-0.1
Cc1cc(C)cc(C(=O)O/N=C(\N)c2ccc(Br)cc2)c1	-0.3	-1	7	-1	-1	-1	-4	-2	-0.1
CCCCN1C=C(C(=O)OC)C(c2ccccc2C(F)(F)F)C(C(=O)OC)=C1	3.9	8	1	-37	3	4	3	0	0.0
CCCC(=O)Oc1cccc(C2NC(=O)c3ccccc3O2)c1 (stereo not given)	2.6	-5	1	4	0	-14	10	-2	-0.1
Cc1cccc(C)c1OCC(=O)OCC(=O)Nc1ccc(Cl)cn1	1.6	nt	-6	0	0	nt	4	nt	0.1
COc1cc(NC(=S)NC2CC(C)(C)NC(C)(C)C2)c(OC)cc1Cl	-1.1	6	10	1	0	-3	-1	-1	0.1
COCCCN1CC(=O)N2C(c3ccccc3)c3[nH]c4ccccc4c3C[C@H]2C1=O (stereo not given in full)	-0.5	1	-4	-16	-2	4	-2	0	-0.3
COc1ccc(-c2csc(C)n2)cc1	-1.5	2	-5	-6	-3	-1	-3	-3	0.0
O=C(Nc1cc(=O)[nH]c2ncnn12)c1ccccc1	1.0	0	5	9	-1	4	2	4	-0.1
CCN1C(=O)[C@H]2[C@@H](c3ccc(SC4CCCCC4)c(OC)c3)N[C@@](Cc3ccccc3)(C(=O)OC)[C@H]2C1=O	2.7	8	2	-15	-1	5	2	-1	0.2
COc1cc(NC(=S)NC(=O)c2c(OC)cccc2OC)ccc1NC(=O)c1cccs1	1.0	25	-8	-13	0	4	-10	-7	0.0
O=C(NCC1CCCO1)c1ccccc1NS(=O)(=O)c1cccs1 (stereo not given)	2.7	-2	7	6	-1	0	-4	2	-0.2
CCOC(=O)CN=C1CC(C)(C)CC2=C1Sc1ncnc(N(C)C)c1N2	1.2	-25	1	1	-1	8	7	-17	0.2
CN(C(=O)CC1C(=O)NCCN1Cc1ccc(F)cc1)C1CCOCC1 (stereo not given)	-0.4	1	2	-16	-5	4	0	-2	-0.1
CC1=NNC(=O)C1CC(=O)N/N=C/C=C/c1ccccc1 (stereo not given)	0.7	-6	18	30	0	7	7	-2	0.0
O=C(c1ccc(Cn2c(=S)[nH]c3ccc(N4CCOCC4)cc3c2=O)cc1)N1CCC(N2CCCCC2)CC1	-0.5	13	25	2	10	4	5	-1	-0.1
c1cc(N2CCCC2)ccc1C(c1nnnn1C1CCCCC1)N1CCOCC1 (stereo not given)	1.4	17	10	1	10	6	-1	1	0.1
CC(=O)c1cc2c(cc1N/C(=N/S(=O)(=O)c1ccc(Br)cc1)c1ccccc1)OCO2	0.5	11	3	-24	2	3	-1	3	-0.1
O=C(O)CNC(=O)c1ccc(NC(=O)/C(=C/c2ccccc2)NC(=O)c2ccccc2)cc1	0.2	2	-8	-15	-2	6	-6	-5	0.1
O=[N+]([O-])c1ccc(CN2CCN(c3ccccc3)CC2)o1	-0.5	9	5	-1	0	-3	4	-1	0.0
CCOC(=O)[C@H]1[C@H]2COc3cc(OC)ccc3[C@@H]2N2C(=O)c3cc(OC)ccc3NC(=O)[C@@]12C	0.7	16	-3	0	1	-2	5	-1	0.0
O=C(NCCO)C1CCN(S(=O)(=O)c2ccc(F)cc2)CC1	1.6	-4	3	6	-2	0	-5	4	0.0
CC1(CCC(=O)N2CCCC(N3CCN(c4ccc(F)cc4)CC3)C2)CC1 (stereo not given)	-0.9	7	17	6	-10	11	0	-4	0.2
Cc1cc([N+](=O)[O-])nn1Cc1noc(C(=O)NCCCn2ccnc2)n1	1.5	-10	-4	1	-3	1	2	1	0.3
CC1Cc2ccccc2N1C(=S)Nc1cccc(S(=O)(=O)N(C)C)c1 (stereo not given)	0.5	4	16	17	-1	0	-7	-2	0.0
Cc1ccccc1C1NS(=O)(=O)N=C1N (stereo not given)	-0.7	-2	0	6	-3	3	-2	-4	0.1
CCN(c1cccc(C)c1)C(C(=O)Nc1ccc(OC)cc1)c1cc2c(cc1[N+](=O)[O-])OCO2 (stereo not given)	1.5	9	9	4	1	-6	2	-5	-0.3
CC(=O)N1CCN(CC(=O)Nc2ccc(C)c(S(=O)(=O)N(C)C)c2)CC1	-2.5	1	-1	-8	-2	-5	-3	-1	0.0
COc1ccccc1C(=O)Nc1ccc(Oc2ncnc3sc(-c4ccccc4)cc23)cc1	2.0	5	11	4	1	7	2	0	0.0
CCNC(=S)Nc1cc(-c2ccc(Cl)cc2)[nH]n1	0.8	1	-3	0	-2	0	-2	-2	0.3
O=C1c2[nH]nc(-c3ccccc3O)c2C(c2ccccc2F)N1Cc1ccco1 (stereo not given)	3.9	14	2	21	7	-1	-6	-4	-0.1
Cc1cccc2sc(NC(=O)[C@@H]3CCCN3C(=O)c3cccs3)nc12	0.7	1	12	-10	2	4	-4	2	0.5
CCNc1nc(NC(C)(C)C)nc(SC(C(C)=O)C(C)=O)n1	2.1	-2	-1	-1	0	-4	-3	2	0.2
CC(C)NC(=O)C1CCN(C2CCN(C(=O)/C=C/c3cccs3)CC2)CC1	1.6	2	15	-10	6	5	4	25*	0.0
Cc1ccc(NC(=O)CN(C)S(=O)(=O)c2cccc3cccnc23)cc1F	-1.1	-5	0	1	-7	-2	4	3	0.2

Remaining list, next part.
SMILES	PP5 primary	HCV core dimer	PREPL inhibitor	GASC-1 inh	PP1 counter	Fh CTSL1 inh	LYPLA2 counter	TPT1 inh	Efflux pump inh
COc1ccc(C(=O)NC2CC(C)(C)Cc3c2cnn3-c2ccccc2C)c(OC)c1OC (stereo not given)	3.1	10	2	-4	-2	1	-2	1	-0.1
Cc1cccc(CC(=O)Nc2cccnc2)c1	0.6	-4	4	-19	0	1	0	-4	0.0
Cc1ccc(C(C(=O)NC(C)(C)C)N(C(=O)CCC(=O)Nc2ccccn2)c2ccccc2F)cc1 (stereo not given)	4.4	7	13	13	3	-1	5	-1	0.2
CCCC(c1nnnn1CS(=O)(=O)c1ccc(C)cc1)N1CCN(c2ccc(F)cc2)CC1 (stereo not given)	2.7	9	-139	34&3	-9	8	1	-1	-0.2
CN(C(=O)c1ccc(S(=O)(=O)N2CCCC2)cc1)C1CCS(=O)(=O)C1 (stereo not given)	-1.3	-5	16	15	-2	0	0	-1	-0.2
S=c1[nH]nc(-c2cccs2)n1/N=C/c1cccs1	0.9	-1	1	4	6	1	1	0	0.0
CCOC(=O)N1CCN(S(=O)(=O)c2ccc(C(=O)N(CCN(CC)CC)c3nc4c(C)cccc4s3)cc2)CC1	4.3	-7	4	-2	1	-2	5	-6	-0.2
CC(=O)c1cccc(NC(=O)CCCN(C)S(=O)(=O)c2ccc(F)cc2)c1	3.2	-15	8	1	1	-5	1	-1	0.0
COc1ccccc1NC(=O)Nc1nnc(CC(=O)Nc2ccccc2C)s1	1.4	1	-37	-1	8	-1	-31	-1	0.0
COC(=O)c1sccc1NC(=O)c1ccc(OC)c(OC)c1	2.0	-77	10	-68	0	-2	7	-8	-0.2
CCOc1ccc(S(=O)(=O)N2CCN(C(=O)c3ccco3)CC2)cc1	2.5	-9	-9	-7	-1	3	-3	-1	-0.2
CN(CCc1ccccn1)S(=O)(=O)c1ccc(F)cc1	1.9	-10	6	-5	-1	3	7	2	-0.1
Cn1c(SCC(=O)Nc2ccc3nc(SCC(=O)N4CCCC4)sc3c2)nnc1-c1ccccc1	1.2	28	4	1	-3	1	2	5	0.2
O=C(CSc1nnnn1-c1cccc2ccccc12)NC(C(=O)O)(c1ccccc1)c1ccccc1	0.7	4	-4	3	-5	2	-5	1	0.1
